Source: PubChem (Sanford-Burnham Center for Chemical Genomics)
APJ agonist – activates the human apelin receptor APJ. CHO-K1 APJ PathHunter beta-arrestin, luminescence; 0% DMSO wells, 100% apelin. P35414. actives 0.11% (n = 330,000). activation, % at 20 µM. AID 2520;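 active means activation more than six SD over the plate average, tested at 20 µM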;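 further: 0% = DMSO alone and 100% = apelin-13 at 10 nM; some results filed as inactive read as strong as hits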
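Assay system: engineered CHO-K1 APJ arrestin reporter cells; Amount: 1000 CHO-K1 reporter cells seeded per well; Dosing: one dose, 20 µM compound, 1% DMSO; Times: compound stimulation 90 min at 25 °C, detection 60 min; Measured by: luminescent beta-gal fragment complementation, chemiluminescent substrate; Read-out: APJ–arrestin association signal; Controls: DMSO vs Apelin-13 10 nM.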
APJ antagonist – antagonists of human APJ apelin receptor; inhibition, % at 20 µM; AID 2521; P35414; actives 0.32% (n = 330,000); CHO-K1 APJ beta-arrestin complementation, luminescence;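 active means inhibition above about 40% at 20 µM, limit read from the data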;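 further: cells challenged with 10 nM apelin-13 agonist together with compound; plate controls were apelin-13 plus DMSO wells for no effect and DMSO wells lacking apelin-13 for full effect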
UPR CHOP act – activators of apoptotic arm of unfolded protein response (CHOP); CHO-CHOP luciferase reporter, UPR activation, luminescence; percent of tunicamycin response over DMSO baseline; activation, % at 10 µM; actives 0.34% (n = 330,000);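 active means at 10 µM dose, activation of 40% or more, normalized to positive control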;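 further: 100% = tunicamycin at 10 µg/mL and 0% = DMSO alone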
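Test system: CHO-CHOP cells, stable luciferase reporter of PERK-eIF2a-CHOP signalling | Quantity: 500 CHO-CHOP cells per well | Buffer or medium: F12 plus 10% serum | Compound dosing: 10 µM single point, 0.5% DMSO | Schedule: 6 h compound treatment, 37 °C | Signal: Luciferase luminescence | Control set: Tunicamycin high control, DMSO low control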
Mdm2 MdmX PPI – inhibitors of human Mdm2/MdmX interaction; O15151+Q00987; SaOS-2 split-luciferase Mdm2/MdmX complementation, luminescence; inhibition, % at 8 µM; actives 3% (n = 330,000);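 active means inhibition of at least 50% at 8 µM in the primary screen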
Target sequence (O15151 whole entry, looked up): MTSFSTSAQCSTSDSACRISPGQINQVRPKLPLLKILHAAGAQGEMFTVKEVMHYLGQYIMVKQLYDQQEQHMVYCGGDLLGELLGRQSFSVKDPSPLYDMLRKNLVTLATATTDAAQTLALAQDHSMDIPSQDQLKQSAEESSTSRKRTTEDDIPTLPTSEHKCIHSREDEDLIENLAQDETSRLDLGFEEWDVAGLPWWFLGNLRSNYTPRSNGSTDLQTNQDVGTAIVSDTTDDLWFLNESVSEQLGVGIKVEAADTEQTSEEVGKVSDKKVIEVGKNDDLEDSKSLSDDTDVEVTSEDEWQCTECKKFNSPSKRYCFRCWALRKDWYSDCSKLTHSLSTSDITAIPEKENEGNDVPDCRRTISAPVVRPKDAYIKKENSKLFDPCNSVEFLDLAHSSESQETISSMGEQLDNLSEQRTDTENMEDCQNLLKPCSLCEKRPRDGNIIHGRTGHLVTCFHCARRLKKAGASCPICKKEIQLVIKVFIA
Target sequence (Q00987 whole entry, looked up): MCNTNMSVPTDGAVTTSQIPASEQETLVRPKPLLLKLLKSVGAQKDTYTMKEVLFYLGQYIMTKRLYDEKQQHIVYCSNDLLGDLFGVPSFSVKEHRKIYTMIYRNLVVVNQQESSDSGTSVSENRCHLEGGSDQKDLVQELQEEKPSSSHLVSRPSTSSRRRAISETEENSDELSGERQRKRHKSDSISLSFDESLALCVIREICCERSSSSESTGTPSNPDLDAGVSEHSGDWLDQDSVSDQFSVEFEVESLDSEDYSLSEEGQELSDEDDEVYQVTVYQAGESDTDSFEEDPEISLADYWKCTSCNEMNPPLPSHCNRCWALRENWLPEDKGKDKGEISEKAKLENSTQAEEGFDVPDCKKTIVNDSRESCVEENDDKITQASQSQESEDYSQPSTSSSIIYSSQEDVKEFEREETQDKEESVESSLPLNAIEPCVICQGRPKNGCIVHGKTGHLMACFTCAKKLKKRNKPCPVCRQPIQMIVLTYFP
tim10-1 inh – tim10-1 yeast growth inhibition; S. cerevisiae tim10-1 ts strain growth, BacTiter-Glo, 24 h; AID 463190; inhibition, % at 20 µM; actives 2.2% (n = 330,000);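 active means inhibition of at least 40%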;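 further: mutant grown at 25 °C; 0% = DMSO wells with yeast and 100% = wells holding no yeast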
tim23-1 inh – tim23-1 yeast growth inhibition. S. cerevisiae tim23-1 growth, BacTiter-Glo luminescence, 24 h. inhibition, % at 20 µM. AID 463212. actives 1.3% (n = 330,000);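 active means growth inhibition of the mutant yeast at or above 50%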;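 further: temperature-sensitive mutant grown at 25 °C; plate controls were DMSO-treated mutant yeast for no effect and medium wells lacking yeast for full effect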
XBP1 UPR activ – adaptive UPR (XBP1) activation; AID 463104; actives 0.33% (n = 330,000); activation, % at 20 µM; CHO-XBP1 luciferase reporter, IRE1-XBP1 UPR activation, luminescence; percent of tunicamycin response, DMSO as zero;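 active means versus positive control, 20 µM dose yields 30% or more activation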;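 further: 100% = tunicamycin at 10 µg/mL and 0% = DMSO only wells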
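incubation = overnight seeding at 37 °C, 6 h compound treatment at 37 °C | assay system = CHO-XBP1 cells stably carrying IRE1-XBP1-driven luciferase reporter | input = 1000 cells per well | detection = luciferase luminescence | dosing = single point, 20 µM final compound, 1% DMSO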
CXCR6 inh – blocks human CXCR6 beta-arrestin recruitment. O00574. CHO-K1 PathHunter CXCR6 beta-arrestin, luminescence. inhibition, % at 20 µM. actives 0.36% (n = 360,000). AID 602244; in the data active means inhibition above about 34%, passing the limit was not always enough;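 further: antagonist mode with CXCL16 agonist at 10 nM final; 0% = 10 nM CXCL16 with DMSO and 100% = unstimulated wells without agonist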
TIM10 inh – TIM10 yeast growth inhibition; S. cerevisiae TIM10 strain growth, BacTiter-Glo luminescence, 24 h; inhibition, % at 10 µM; actives 1.4% (n = 330,000); AID 463195;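 active means inhibition of 40% or more at the single tested concentration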;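 further: wild-type TIM10 isogenic control strain grown at permissive 25 °C; 0% = DMSO yeast wells and 100% = minimal medium wells without yeast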
* = called active by the depositor; nt = not tested or not shown.

Structure | APJ agonist | APJ antagonist | UPR CHOP act | Mdm2 MdmX PPI | tim10-1 inh | tim23-1 inh | XBP1 UPR activ | CXCR6 inh | TIM10 inh
CN(Cc1ccccc1)CC(O)COc1ccc(CNCCCOc2cccnc2)cc1 (stereo not drawn) | -4 | 5 | -2.0 | 38 | -14 | 3 | 0 | 2 | -19
COc1ccc(-n2c(SCC(=O)N3CCc4ccccc43)nnc2-c2c[nH]c3ccccc23)cc1 | -4 | -9 | -0.8 | 13 | 9 | -3 | -1 | 0 | -31
CCN1CCN(C(=O)C2CCN(Cc3cc(Cl)ccc3O)CC2)CC1 | -2 | 12 | 0.2 | 1 | -8 | -7 | -1 | -3 | -10
O=C1CN(C(=O)COC(=O)CNS(=O)(=O)c2ccccc2)c2ccccc2N1 | -1 | -9 | 0.9 | 6 | 21 | 4 | 0 | 1 | -13
Cc1ccc(CNC(=O)COC(=O)CSc2cc(C)c(Br)cc2C)cc1 | -2 | 4 | 2.4 | 3 | 10 | -2 | 1 | 2 | -11
CC(=O)N1CC=C2C(C#N)=C(N)C(C#N)(C#N)C(CCc3ccccc3)C2C1 (stereo not drawn) | -2 | 27 | -0.7 | -21 | -13 | 6 | -1 | 9 | -6
O=C(COc1ccccc1Cl)N1CCN(c2ccccn2)CC1 | 4 | 4 | 0.9 | -9 | 5 | 10 | 1 | 1 | -3
Cc1ccnc(Nc2nc(-c3sc(C)nc3C)cs2)c1 | 4 | -9 | 4.1 | 40 | 48* | 82* | -4 | -17 | 39
C/C(=N\NC(=O)C1CC1)c1ccc(C(C)(C)C)cc1 | -8 | -19 | 2.0 | -9 | 23 | 35 | 0 | 8 | 15
COC(=O)c1ccc(NC(=O)c2ccc(NC(=O)C3CCCO3)cc2)cc1 (stereo not drawn) | 1 | 11 | 2.6 | 7 | 22 | 8 | -1 | -9 | 21
Cc1ccc(C)c(NC(=O)C(c2ccccc2)N2CCOCC2)c1 (stereo not drawn) | -4 | 17 | 0.0 | -16 | 23 | 12 | 0 | 9 | 3
C=CCNc1c2c(nc3ncnn13)CC(C)CC2 (stereo not drawn) | -2 | -28 | 1.4 | 3 | -18 | 1 | 2 | -2 | -12
Cc1ccc(NC(=O)c2cc(S(=O)(=O)N3CCOCC3)cn2C)c(C)c1 | -3 | -13 | 2.6 | 17 | -20 | 4 | 0 | 2 | -1
COC(=O)c1cccc(NC(=O)NC(=O)c2ccccc2Cl)c1 | -5 | 8 | -1.6 | 27 | -1 | -11 | -2 | -4 | -1
COCCNc1ncnc2nc[nH]c12 | 0 | -11 | -0.2 | 26 | 2 | -4 | 2 | -5 | 0
Cc1cccc(NC(=O)CN2CCN(C(=O)C3CCC3)CC2)c1C | -4 | -8 | 1.2 | 16 | 10 | 7 | -1 | 1 | -1
Cc1cc(C)nc(NC(=O)CN2C(=O)c3ccccc3S2(=O)=O)n1 | 4 | 14 | -0.7 | -5 | -5 | -15 | 3 | 1 | 4
NC(=O)NCc1ccc(Cl)cc1 | 0 | -5 | 2.5 | 15 | 16 | 12 | -3 | -15 | 8
FC(F)(F)Oc1ccc(NC(=S)NCc2ccccc2)cc1 | -8 | 6 | 0.1 | -20 | 42* | 32 | -1 | -5 | 27
COc1ccc(C(=O)N(CC2CCCO2)C(C(=O)NC2CCCC2)c2ccc(C)cc2)cc1OC (stereo not drawn) | -1 | 12 | -0.4 | -16 | 21 | 14 | -2 | 3 | 4
COc1ccccc1NC(=O)N(CCN1CCCC1)Cc1cc2cc(C)ccc2[nH]c1=O | -1 | 18 | -1.8 | -20 | 14 | -4 | 2 | 1 | 13
Brc1cccc(Cn2c(-c3cncs3)nc3ccccc32)c1 | -5 | 2 | 0.6 | -4 | 26 | 24 | 3 | 14 | 29
C=CCn1c(SCc2ccc(OC)cc2)nnc1-c1cccnc1 | -2 | -2 | -0.1 | -10 | 24 | 24 | 0 | -2 | 19
CSc1nc(C)cc(OCCO)n1 | -5 | 7 | -0.6 | 18 | 5 | 0 | -2 | -2 | -1
Cn1cc(CCC(=O)NCc2ccc(Cl)cc2)c2ccccc21 | 1 | 9 | 2.4 | -6 | 12 | 0 | 5 | 1 | 2

Reprinted from above, eleven compounds:
Structure | APJ agonist | APJ antagonist | UPR CHOP act | Mdm2 MdmX PPI | tim10-1 inh | tim23-1 inh | XBP1 UPR activ | CXCR6 inh | TIM10 inh
Cc1ccc(CNC(=O)COC(=O)CSc2cc(C)c(Br)cc2C)cc1 | -2 | 4 | 2.4 | 3 | 10 | -2 | 1 | 2 | -11
CC(=O)N1CC=C2C(C#N)=C(N)C(C#N)(C#N)C(CCc3ccccc3)C2C1 (stereo not drawn) | -2 | 27 | -0.7 | -21 | -13 | 6 | -1 | 9 | -6
O=C(COc1ccccc1Cl)N1CCN(c2ccccn2)CC1 | 4 | 4 | 0.9 | -9 | 5 | 10 | 1 | 1 | -3
Cc1ccnc(Nc2nc(-c3sc(C)nc3C)cs2)c1 | 4 | -9 | 4.1 | 40 | 48* | 82* | -4 | -17 | 39
C/C(=N\NC(=O)C1CC1)c1ccc(C(C)(C)C)cc1 | -8 | -19 | 2.0 | -9 | 23 | 35 | 0 | 8 | 15
COC(=O)c1ccc(NC(=O)c2ccc(NC(=O)C3CCCO3)cc2)cc1 (stereo not drawn) | 1 | 11 | 2.6 | 7 | 22 | 8 | -1 | -9 | 21
Cc1ccc(C)c(NC(=O)C(c2ccccc2)N2CCOCC2)c1 (stereo not drawn) | -4 | 17 | 0.0 | -16 | 23 | 12 | 0 | 9 | 3
C=CCNc1c2c(nc3ncnn13)CC(C)CC2 (stereo not drawn) | -2 | -28 | 1.4 | 3 | -18 | 1 | 2 | -2 | -12
Cc1ccc(NC(=O)c2cc(S(=O)(=O)N3CCOCC3)cn2C)c(C)c1 | -3 | -13 | 2.6 | 17 | -20 | 4 | 0 | 2 | -1
COC(=O)c1cccc(NC(=O)NC(=O)c2ccccc2Cl)c1 | -5 | 8 | -1.6 | 27 | -1 | -11 | -2 | -4 | -1
COCCNc1ncnc2nc[nH]c12 | 0 | -11 | -0.2 | 26 | 2 | -4 | 2 | -5 | 0

(continued)
Structure | APJ agonist | APJ antagonist | UPR CHOP act | Mdm2 MdmX PPI | tim10-1 inh | tim23-1 inh | XBP1 UPR activ | CXCR6 inh | TIM10 inh
CCOC(=O)C1(CCc2ccccc2)CCN(C(=O)CCn2cnnn2)CC1 | -4 | 11 | 11 | -20 | 9 | 3 | -1 | -1 | -2
Cc1ccc2c(C)[nH]c(=O)cc2c1 | -4 | 8 | -4.4 | 12 | 6 | 9 | -1 | 8 | 6
Cc1[nH]c(=O)[nH]c1CN1CCCCC1 | -2 | 18 | 0.9 | -14 | 4 | -2 | 0 | nt | 6
C/C(=N/OC(=O)c1c(F)cccc1F)c1nccs1 | -4 | 2 | -0.9 | 3 | 24 | 14 | 1 | 5 | 2
COc1ccc(NC(=O)CCCNC(=O)c2ccc(Cl)cc2)c(OC)c1 | -2 | 14 | -0.6 | -1 | -12 | -10 | -2 | 10 | -10
CCN(CC)S(=O)(=O)c1cc(C(=O)Nc2cc(C)on2)c(Cl)cc1Cl | -1 | -10 | 3.6 | 17 | 10 | 23 | -6 | -10 | -5
COc1ccc(/C=C(\NC(=O)c2ccccc2)C(=O)NCCC(=O)O)cc1 | -2 | -4 | 0.4 | 23 | -7 | 4 | -3 | 3 | -24
O=C(O)/C=C/C(=O)Nc1ccc(OCc2ccccc2)cc1 | -3 | 22 | -0.1 | -8 | 14 | -1 | -1 | 1 | 9
N#Cc1ccc(-c2ccco2)nc1SCC(=O)c1ccc(Cl)cc1 | -3 | 6 | 0.6 | 35 | 29 | 4 | -2 | 4 | 5
C/C(CC(=O)Nc1ccc2c(c1)OCO2)=N\NC(=O)c1ccccc1N | 2 | 0 | 0.1 | 7 | -7 | 4 | -4 | 8 | -6
Cc1ccc(-n2c(=O)cc(N3CCC(C)CC3)[nH]c2=O)cc1 | -5 | 21 | 1.9 | 13 | 0 | -4 | 0 | -3 | 9
COc1ccc(OC)c(CNc2ncc(-c3ccc(F)cc3)n2C)c1 | -7 | 25 | 0.7 | 16 | 0 | 2 | -2 | 17 | 4
Cc1cccc(NC(=O)c2ccc(C)c(S(=O)(=O)N3CCCCC3)c2)n1 | -6 | 29 | 5.1 | 2 | 31 | 30 | -1 | -4 | 8
CC(C)[C@H](CO)Nc1nc(NCc2ccc(S(N)(=O)=O)cc2)c2ncn(C(C)C)c2n1 | -3 | 15 | 0.9 | 79* | -13 | -16 | -2 | -8 | -6
COc1cc(O)cc2c1[C@@H]1Oc3c(ccc(O)c3CC=C(C)C)[C@@H]1CO2 | 1 | -11 | -0.6 | 33 | 20 | 25 | -2 | -15 | 9
COCCN(C(=O)Cn1nnc2ccccc21)C(C(=O)NC1CCCC1)c1cc(OC)ccc1OC (stereo not drawn) | -4 | -14 | 1.1 | 9 | 12 | 10 | -5 | 9 | -7
CC1=C(C(N)=O)C(c2ccccc2F)NC(=O)N1 (stereo not drawn) | -3 | 6 | -1.0 | 18 | 13 | -1 | 0 | -7 | -2
CCC(=O)C1=C(O)C(c2cccc(Oc3ccccc3)c2)CCC1=O (stereo not drawn) | -2 | 11 | 1.0 | 25 | 25 | 14 | 0 | -12 | -9
COCCN(C(=S)Nc1ccc(OC)cc1)C1CCN(C(C)C)CC1 | -4 | 0 | -0.6 | -5 | -11 | 1 | -6 | -1 | -1
CC(=O)N1CCN(c2ccc(NC(=S)NC(=O)c3ccc(C)c([N+](=O)[O-])c3)cc2)CC1 | -3 | 2 | 1.5 | 6 | 6 | 26 | -2 | 13 | -5
Cc1ccc(C(=O)c2coc3ccc(O)cc23)cc1 | -4 | -9 | 0.2 | -131 | -11 | 28 | -3 | -4 | -17
Cc1ccccc1Nc1nc(Cl)c(C=O)s1 | -4 | 7 | 0.5 | -9 | -18 | 26 | 4 | -1 | 16
CCOc1ccc2[nH]c(=O)c(CN(Cc3ccc(F)cc3)C(=O)N3CCCC3)cc2c1 | 0 | 20 | -3.0 | -13 | 5 | 7 | -2 | 5 | -10
CCc1ccc2c(Cl)c(C(=O)N/N=C/c3c[nH]c4ccccc34)sc2c1 | -1 | -2 | 5.0 | 46 | 9 | 52* | -3 | -3 | 20
CC1(c2ccc(NC(=O)c3ccccc3F)cc2)CC1(Cl)Cl (stereo not drawn) | -2 | -1 | 6.9 | -91 | 14 | 24 | 1 | 1 | 4
Cc1cc(C(=O)NN=C2CCCCCC2)c(C)o1 | -1 | -17 | -1.4 | -2 | 80* | 13 | 0 | -7 | 1
Cc1cc(/C=C(\C#N)C(=O)O)c(C)n1-c1ccc(Br)cc1 | -6 | -2 | 1.1 | 25 | -4 | 7 | 0 | 4 | -15
c1coc(CNC2C3CC4CC(C3)CC2C4)c1 (stereo not drawn) | 1 | -1 | -1.8 | 3 | -7 | -6 | 1 | -1 | -5
CC(=O)Nc1ccccc1-c1nc2ccccc2nc1OCC(=O)c1ccc2ccccc2c1 | -11 | 22 | -1.6 | 7 | 7 | 7 | -2 | 9 | 5

The list is partial; count on the stated rates, not on these rows.
